# FBPA Giardia inh – qHTS Assay for Inhibitors of Fructose-1,6-bisphosphate Aldolase from Giardia Lamblia; A8B2U2; purified Giardia FBPA; Potency, µM (top dose mostly 59.6 µM), for inactives: top-dose activity, negative = inhibition, most hits filed as inhibitors; actives 0.71% (n = 290,000); AID 2451, 2010; also: potency is read from the fitted curve at half-maximal effect; nearly all actives have a fitted effect of over 55% in size
# Target sequence (A8B2U2 whole entry, looked up): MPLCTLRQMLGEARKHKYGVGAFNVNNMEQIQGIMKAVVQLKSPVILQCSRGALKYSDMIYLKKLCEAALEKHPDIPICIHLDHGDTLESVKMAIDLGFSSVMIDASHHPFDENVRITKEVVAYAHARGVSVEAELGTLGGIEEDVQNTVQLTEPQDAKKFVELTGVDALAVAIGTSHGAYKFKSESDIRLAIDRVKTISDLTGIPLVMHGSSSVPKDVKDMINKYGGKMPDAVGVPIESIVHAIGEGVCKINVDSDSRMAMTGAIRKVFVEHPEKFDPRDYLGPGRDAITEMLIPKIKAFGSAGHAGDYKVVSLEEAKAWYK
#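 Giardia FBPA (40 nM reagent) was preincubated 10 min at RT with compound (up to 57.5 uM final), then substrate plus GAPDH/TPI/NAD/arsenate coupling system with diaphorase/resazurin was added; resorufin fluorescence (525/598 nm) was read after 20 min.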
# AmpC inh detg – qHTS Inhibitors of AmpC Beta-Lactamase (assay with detergent); P00811; AmpC hydrolysis of nitrocefin, absorbance 480 nm, 0.01% Triton; Potency, µM (top dose mostly 114 µM), for inactives: top-dose activity change, negative = inhibition, usual class: inhibitors; actives 0.041% (n = 370,000);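 also: potency is read from the fitted curve at half-maximal effect; 0% = no-compound wells and -100% = no-enzyme wells; nearly all actives have a fitted effect of over 25% in size; some results filed as inactive show a strong effect at the top dose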
# Target sequence (P00811 whole entry, looked up): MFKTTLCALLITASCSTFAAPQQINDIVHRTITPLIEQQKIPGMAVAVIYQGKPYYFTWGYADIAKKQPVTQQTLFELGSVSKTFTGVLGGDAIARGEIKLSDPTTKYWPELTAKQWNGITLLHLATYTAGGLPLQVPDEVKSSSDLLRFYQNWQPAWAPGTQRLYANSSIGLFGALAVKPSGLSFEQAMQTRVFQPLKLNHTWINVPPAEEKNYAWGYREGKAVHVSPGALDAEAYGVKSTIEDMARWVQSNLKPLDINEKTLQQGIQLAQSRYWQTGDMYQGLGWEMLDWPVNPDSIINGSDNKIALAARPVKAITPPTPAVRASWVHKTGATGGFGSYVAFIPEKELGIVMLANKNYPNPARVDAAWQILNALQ
#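 20 mM phosphate pH 7.0 + 0.01% (detergent screen) or 0.0001% Triton X-100; 5.3 nM AmpC reagent; cpd preinc 15 min RT; nitrocefin (800 uM stock) to start; A480 q20 s × 4 min; Activity was normalised to no-enzyme and no-compound control wells.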
# HCMV inh – qHTS Assay for inhibitors of the human cytomegalovirus (HCMV) | actives 4.5% (n = 410,000) | HFF cells, HCMV-luciferase reporter, 72 h; stronger effect = lower value | AID 1259415, 2018 | activity change, negative = inhibition, % at 57.5 µM; in the data active = activity change below about -60%; inconclusive = no clear call, values can overlap the other calls; inactive = above about -39%
#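 Cell-based, HFFs, 1000 cells/well, 16 h 37C; cpds in DMSO + HCMV-luc, MOI 1 PFU/cell; 72 h 37C; OneGlo luminescence after 5 min RT; norm. to buffer vs Salinomycin 10uM.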
# Sm TGR inh – qHTS Assay for the Inhibitors of Schistosoma Mansoni Peroxiredoxins | Schistosoma mansoni thioredoxin glutathione reductase (TGR), Q962Y6 | purified TGR, DTNB reduction, TNB absorbance 405 nm | Potency, µM (doses to about 114 µM), inactives show top-dose activity change, negative = inhibition, hits mostly inhibitors | actives 3% (n = 360,000) | AID 485364, 2010; also: potency is read from the fitted curve at half-maximal effect; nearly all actives have a fitted effect of over 60% in size
#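 First, TGR (20 nM dispensed) and NADPH were mixed with compound. Second, a 15 min room-temperature incubation followed. Third, further NADPH and then DTNB were added to start the reaction. Finally, TNB absorbance was monitored kinetically.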
# HCV inhibitor – qHTS Assay for Inhibitors of Hepatitis C Virus (HCV); Potency, µM (doses to about 41.8 µM), inactives show at the top dose activity change, negative = inhibition, most hits filed as inhibitors; actives 3.4% (n = 340,000); Huh7.5.1 HCVcc-Cre infection, luciferase reporter, 44 h; also: potency is read from the fitted curve at half-maximal effect
#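 Whole-lifecycle infectious HCVcc-Cre system; cells 1,000/well, compound then virus (~0.5 moi) added 4 h after plating, 44 h culture. Luciferase read 15 sec following 15 min substrate incubation, room temp.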
# AMA1 RON2 block – qHTS for Inhibitors of AMA1-RON; Towards Development of Antimalarial Drug Lead: Primary Screen; AID 720542, 2013; Plasmodium falciparum AMA1 (3D7) - RON2 peptide interaction; actives 0.2% (n = 360,000); Potency, µM (series often up to 58.2 µM), without a hit: top-dose activity change, negative = inhibition, hits mostly inhibitors; AlphaScreen AMA1-biotinylated RON2 peptide binding;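 also: potency is read from the fitted curve at half-maximal effect; 0% = vehicle wells and -100% = peptide control; nearly all actives have a fitted effect of over 45% in size; some results filed as inactive show a strong effect at the top dose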
#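 AMA1 (3D7) with his tag at 25 nM final met compounds first, then biotinylated RON2 peptide at 25 nM; detection used donor plus acceptor beads, 10 µg/mL apiece, read by AlphaScreen after 30 min at room temperature.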
# * = called active by the depositor; ? = inconclusive; nt = no result given; & = joins results of further samples; [ ] = remark or other dose. Unless noted, calls follow the shape of the dose curve; as a rule, active = well fitted curve in the direction sought with a large enough effect; inconclusive = small, poorly fitted or top-dose-only effect, or another doubt; inactive = no such curve, though single readings can be large; an effect the other way counts as inactive or inconclusive. Unless noted, % is scaled to controls: 0 for no effect and ±100 for the full control effect. Outcome played no part in choosing rows; overall some 9.3% were active at least once.
SMILES,FBPA Giardia inh,AmpC inh detg,HCMV inh,Sm TGR inh,HCV inhibitor,AMA1 RON2 block
CCOc1ccc(CNC(=O)CCn2nc(C)c3c(C)n(-c4ccccc4)nc3c2=O)cc1,nt,31%[activator],8,8%,nt,nt
Cc1cccc(C2Nc3ccccc3C(=O)N2CCc2ccccc2)n1 (stereo unspecified),5%,?,29,9%,-10%,-3%
Cc1cc(/C=C(\C#N)C(=O)Nc2ccc(F)cc2)c(C)n1-c1ccc(N2CCOCC2)c([N+](=O)[O-])c1,-6%,?,-79*,10%,?,-6%
O=C(O)c1ccc(-n2cc(C(=O)c3ccccc3O)cn2)cc1,4%,-3%,38,-9%,16%,-6%
Cc1cc(OC(=O)c2ccc(C(C)(C)C)cc2)c([N+](=O)[O-])c(=O)[nH]1,nt,0%,22,-11%,-4%,-5%
O=C(NC1CCCCCC1)C1c2ccccc2C(=O)N1Cc1ccccc1Cl (stereo unspecified),nt,19%,-6,8%,nt,nt
Cc1ccc(S(=O)(=O)NC(CC(C)C)C(=O)N2CCCCCCC2)cc1 (stereo unspecified),nt,?,-16,-2%,10%,10%
Nc1ncnc2c(C3OC(CO)C(O)C3O)scc12 (stereo unspecified),nt,nt,-97*,nt,?,6%
O=S(=O)(NCC1CCCO1)c1ccc2c(c1)OCCO2 (stereo unspecified),8%,-4%,30,-14%,15%,-8%
CCOc1c(Cl)cc(CNCC(O)c2ccccc2)cc1OC (stereo unspecified),-3%,-2%,-7,10%,-28%,-6%
Cc1ccc(NC(=O)CSc2nnc(CNC(=O)c3cccs3)o2)c(C)c1,5%,3%,-23,-8%,17%,11%
O=C(Nc1nnc(-c2ccc(Cl)cc2)o1)Nc1ccccc1F,2%,4%,13,5%,26%,14%
CC(=O)Nc1nonc1-c1nnc(SCC(=O)Nc2c(C)cccc2C)n1-c1ccccc1,nt,-4%,7,0%,nt,nt
CCOc1ccccc1N1CCN(C(=O)CN2C(=O)NC3(CCCC3)C2=O)CC1,nt,-5%,-15,13%,1%,3%
COc1cccc(NC(=O)CN(C)C(=O)c2c(C)nn(CC(C)C)c2Cl)c1,nt,6%,-7,?,10%,15%
CC1CCCCC12NC(=O)N(CC(=O)Nc1ccc3[nH]c(=O)[nH]c3c1)C2=O (stereo unspecified),nt,?,-1,1%,15%,8%
Cc1cc(C)c(OCCOCCN2CCCC2)c(C)c1,nt,nt,?,nt,-16%,-6%
COc1cccc(CN2CC(C(=O)N3CCCCCCC3)CCC2=O)c1 (stereo unspecified),nt,-4%,15,9%,8%,-7%
O=C(COC(=O)c1ccc(Cl)nc1)Nc1ccc2c(c1)CCC2,nt,nt,11,nt,-3%,8%
O=C(O)[C@@H]1Cc2ccccc2N1,-18%,1%,?,56µM*,2%,3%

# A section from further up, for reference:
SMILES,FBPA Giardia inh,AmpC inh detg,HCMV inh,Sm TGR inh,HCV inhibitor,AMA1 RON2 block
Cc1ccc(NC(=O)CSc2nnc(CNC(=O)c3cccs3)o2)c(C)c1,5%,3%,-23,-8%,17%,11%
O=C(Nc1nnc(-c2ccc(Cl)cc2)o1)Nc1ccccc1F,2%,4%,13,5%,26%,14%

# Results in AmpC inh detg and HCMV inh, for four of the compounds above:
SMILES	AmpC inh detg	HCMV inh
O=C(NC1CCCCCC1)C1c2ccccc2C(=O)N1Cc1ccccc1Cl (stereo unspecified)	19%	-6
Cc1ccc(S(=O)(=O)NC(CC(C)C)C(=O)N2CCCCCCC2)cc1 (stereo unspecified)	?	-16
Nc1ncnc2c(C3OC(CO)C(O)C3O)scc12 (stereo unspecified)	nt	-97*
O=S(=O)(NCC1CCCO1)c1ccc2c(c1)OCCO2 (stereo unspecified)	-4%	30

# Following part.
SMILES,FBPA Giardia inh,AmpC inh detg,HCMV inh,Sm TGR inh,HCV inhibitor,AMA1 RON2 block
COc1ccccc1OCC(=O)Nc1ccc(Cl)cc1,-7%,-6%,15,-5%,-43%,4%
CCCCCc1nnc(NC(=O)c2ccc(N3CCCC3=O)cc2)s1,nt,-15%,-11,-17%,8%,22%
COc1ccc(NC(=O)C2CCCN(S(=O)(=O)c3ccc(F)cc3)C2)cc1 (stereo unspecified),nt,19%,17,-2%,nt,nt
Cc1ccc(S(=O)(=O)N2CCC(=O)N(CCOCc3cccc(F)c3)CC2)cc1,-2%,?,-7,0%,-1%[8.37 µM],-6%
CN(C1CCCCC1)S(=O)(=O)c1ccc(NC(=S)NC(=O)c2cccs2)cc1,-10%,?,-39,?,?,39%[activator]
COc1cc(-c2nnc(-c3cc(-c4ccccc4)nc4ccccc34)o2)cc(OC)c1OC,nt,nt,20,nt,?,4%
Clc1ccc(OCc2nn3c(C4CCCCC4)nnc3s2)c(Cl)c1,5%,0%,10,2%,-16%,14%
O=C(C1CCCN1S(=O)(=O)c1ccc(Cl)cc1)N1CCOCC1 (stereo unspecified),2%,1%,19,8%,-6%,35%[activator]
c1ccc(C2=NNC(c3ccccn3)=NN2)nc1,7.9µM*,-7%,-30,-29%,7%,-67%
COc1ccc(OC)c(/C=C/C(=O)NCCc2nc3ccccc3[nH]2)c1,1%,-3%,27,-2%,-12%,23%
Cc1ccc(Cl)cc1-n1ncc2c(NCCCc3ccccc3)ncnc21,nt,2%,?,1%,nt,nt
CN(C)CCNC(=O)COc1cccc2c1OC(C)(C)C2,5%,-6%,-29,-19%,-6%,2%
COc1ccc(CCC(C)N(C)Cc2ccccc2)cc1 (stereo unspecified),-25%,2%,26,-17%,0%,-4%
Cc1ccc(NC(=O)C(=O)NCC2CCN(C(=O)c3cccc([N+](=O)[O-])c3)CC2)cc1,2%,-1%,-30,-5%,-21%,8%
CN1N=C2c3ccccc3CCC2C1c1ccc(C(F)(F)F)cc1 (stereo unspecified),0%,1%,nt,-2%,12%,-7%
CCc1nc(-c2ccccc2)c2ccccn12,4.5µM*,-2%,-10,?,8%,6%
O=C(Nc1ccccc1C(=O)NCCN1CCOCC1)c1ccco1,11%,7%,23,?,9%,23%
COc1ccc(CCNC(=O)C2CCN(S(=O)(=O)c3c(C)noc3C)CC2)cc1OC,0%,0%,5,3%,-3%,16%
C/C(=N\Nc1nc(C(C)(C)C)cs1)c1ccccc1,-9%,-2%,51,-12%,?,24%
C=CCN1C(=O)S/C(=C\c2ccc3c(c2)n(C)c(=O)n3C)C1=O,-3%,-4%,14,5%,0%,-7%
CC(C)C(=O)NNC(=O)C1CC1(c1ccccc1)c1ccccc1 (stereo unspecified),8%,-15%,-29,-6%,3%,55%[activator]
CCC(=O)Nc1sc2c(c1C(=O)Nc1ccc(Br)cc1)CCCCC2,nt,7%,23,-23%,nt,nt
O=C1C=C(NCc2ccc(Cl)cc2)CCC1,1%,6%,-2,10%,24%,13%
COC(=O)C1=C(c2ccc(OC(F)(F)F)cc2)C[C@@H]2CC[C@H]1N2C(=O)NC(C)C,nt,5%,-22,-10%,-10%,-4%
CN(C)S(=O)(=O)N1CCC(Oc2cccc(C(=O)NCCC3=CCCCC3)c2)CC1,6%,?,?,-21%,nt,-11%
CCOC(=O)c1c(C)oc2nc(C)nc(Nc3cc(C)ccc3OC)c12,nt,21%,11,6%,nt,nt
CC[C@]12c3[nH]c4ccccc4c3CCN1C(=O)C(CC(=O)NCC13CC4CC(CC(C4)C1)C3)C[C@@H]2C(=O)N1CCN(C(=O)c2ccco2)CC1 (stereo partly specified),nt,nt,-23,nt,11µM*,-19%
CC(C(=O)Nc1nnc(C2CC2)s1)N1C(=O)C2CC=CCC2C1=O (stereo unspecified),nt,-18%,23,-11%,-6%,11%
Cc1ccc(C(=O)Oc2ccc(-c3nnco3)cc2)o1,nt,-5%,-16,-6%,2%,11%
CC(=O)C1C(c2ccc(Cl)cc2)NC(=O)NC1(O)C(F)(F)F (stereo unspecified),12%,?,-13,0%,?,3%
CCC(C)N(C(=O)c1csnn1)C(C(=O)NCc1ccc(F)cc1)c1ccccc1 (stereo unspecified),7%,1%,20,0%,1%,3%
O=C(c1cc(S(=O)(=O)N2CCCCC2)ccc1N1CCOCC1)N1CCN(Cc2ccccc2)CC1,1%,2%,-7,-3%,-25%,21%
CCC1CN(C(=O)NCc2ccccc2)c2cc(C)ccc2O1 (stereo unspecified),4%,5%,?,2%&7%,-10%,-7%
CCc1ccc(Cn2c(CNS(=O)(=O)c3ccc4c(c3)CCCC4)nc3cccnc32)cc1,nt,-2%,11,0%,nt,nt
N#Cc1ccccc1NC(=O)CN1CCN(c2ccccn2)CC1,6%,1%,-20,6%,5%,-2%
CCC(=O)NC(c1ccco1)c1cc(Cl)c2cccnc2c1O (stereo unspecified),3%,-4%,-97*,0%[57.1 µM],6.3µM*,-29%
O=C(CC(=O)c1ccccc1)Nc1cc(C(F)(F)F)ccc1Cl,1%,-3%,?,2%,2%,-16%
CCCCn1nc(C(=O)Oc2ccc3c(C)cc(=O)oc3c2)c2ccccc2c1=O,-9%,-11%,-13,-3%,-19%,4%
c1ccc(CCCCc2ccccn2)cc1,nt,nt,?,nt,6%,2%
CCCCCCOc1cccc(N)c1,-4%,?,3,-4%,-2%,23%
COc1ccc(C(=O)COC(=O)[C@H](C)Nc2ccc(C(F)(F)F)cc2[N+](=O)[O-])cc1,4%,-1%,61,-1%,-24%,?
Cc1ccc(C(=O)NCC(=O)OCN2C(=O)c3ccccc3C2=O)cc1C,nt,-1%,-14,-16%,5%,13%
O=C(CNc1ccc2c(c1)OCO2)N/N=C\c1ccccc1Cl,-13%,-2%,-13,?,6%,33%[activator]
CCOC(=O)N1CCN(CC(=O)Nc2ccc(C)cc2)CC1,2%,-7%,15,-2%,12%,-3%
O=C(CCC1=NS(=O)(=O)c2ccccc2N1)NC1CCCCCCC1,-2%,2%,17,4%,9%,38%[activator]
COc1ccc(CNC(=O)c2nc(SCc3ccccc3F)ncc2Cl)cc1,nt,30%,-31,6%,nt,nt
CCCNC(=O)NC(=O)CSc1nnc(-c2ccncc2)n1CC,-1%,-13%,24,-8%,14%,-1%
O=C(COCc1cc(-c2ccc(F)cc2)on1)Nc1cc(Cl)ccc1O,nt,?,9,0%,nt,nt
Cc1ccc(NC(=O)c2c(Nc3ccccc3C)sc(C(=O)c3ccccc3)c2N)cc1,nt,21%,-30,8%,nt,nt
Cc1ccc2nc3c(cc(C(=O)NCCc4ccccc4)c(=N)n3CCN3CCOCC3)c(=O)n2c1,-9%,1%,nt,4%,?,3%
# Carrying on.
SMILES,FBPA Giardia inh,AmpC inh detg,HCMV inh,Sm TGR inh,HCV inhibitor,AMA1 RON2 block
CCCCN(C(=O)COC(=O)CSc1cc(C)c2ccccc2n1)c1c(N)n(CCC)c(=O)[nH]c1=O,nt,-2%,-5,9%,2%,-5%
Cc1ccc(NP(=O)(Oc2ccccc2F)Oc2ccccc2F)cc1,-1%,-3%,-5,-12%,nt,2%
CCOc1ccccc1NC(=O)c1cccc(NC(=O)c2ccco2)c1,1%,?,?,-4%,3.2µM*,2%
O=C(NCC1CCCO1)C(=O)N/N=C\c1ccc2c(c1)OCO2 (stereo unspecified),nt,7%,19,-1%,7%,8%
